# HCV inh: blocks hepatitis C virus | Potency, µM (doses to about 41.8 µM), inactives show top-dose activity change, negative = inhibition, actives largely listed as inhibitors | Huh7.5.1 HCVcc-Cre infection, luciferase reporter, 44 h | 340,000 compounds, 3.4% hits; note: potency is the fitted concentration of half-maximal effect; % is set by controls: 0 for no effect and ±100 for the full control effect
#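 Cells (1,000/well) were plated 4 h before compound, then infected with HCVcc-Cre virus (~0.5 moi). After 44 h further culture, infection was read as luciferase luminescence following a 15 min substrate incubation at room temperature.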
# Pf growth 48h: inhibits P. falciparum growth in the first generation, 48 h | P. falciparum luciferase growth in erythrocytes, 48 h | Potency, µM (titrated, usually from 28.7 µM), for inactives: at the highest dose activity change, negative = inhibition, most hits filed as inhibitors | 310,000 compounds, 5.9% hits; note: potency is the fitted concentration of half-maximal effect; % is set by controls: 0 for no effect and ±100 for the full control effect
#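 Erythrocytes infected with P. falciparum carrying an integrated firefly luciferase reporter (2% hematocrit, 0.1% parasitemia final) were exposed to compounds in RPMI 1640 with 0.5% Albumax at 37 C, 5% CO2. Growth inhibition was scored as reduced luminescence.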
# FBPA Giardia inh: blocks Giardia fructose-bisphosphate aldolase activity | AID 2451 | 290,000 compounds, 0.71% hits | A8B2U2 | purified Giardia FBPA | Potency, µM (highest dose often 59.6 µM), without a hit: top-dose activity, negative = inhibition, hits mostly inhibitors; note: potency is the fitted concentration of half-maximal effect; % is set by controls: 0 for no effect and ±100 for the full control effect; nearly all actives have a fitted effect of over 55% in size
# Target sequence (A8B2U2 whole entry, looked up): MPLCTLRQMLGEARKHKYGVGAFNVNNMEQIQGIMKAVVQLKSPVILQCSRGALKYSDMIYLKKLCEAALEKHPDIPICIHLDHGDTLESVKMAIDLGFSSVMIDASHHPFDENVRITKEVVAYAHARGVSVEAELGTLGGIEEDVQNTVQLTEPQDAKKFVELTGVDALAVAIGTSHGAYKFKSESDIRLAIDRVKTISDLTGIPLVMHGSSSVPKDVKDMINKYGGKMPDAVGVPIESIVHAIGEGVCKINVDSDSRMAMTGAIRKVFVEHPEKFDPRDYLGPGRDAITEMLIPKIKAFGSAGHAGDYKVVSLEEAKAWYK
#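 40 nM FBPA preincubated 10 min at RT with compound (up to 57.5 uM final), then substrate plus GAPDH/TPI/NAD/arsenate coupling and diaphorase/resazurin added. Fluorescence read after 20 min at RT, 525/598 nm.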
# Cycloheximide cs: counter-screen for Shiga toxin inhibitors: cycloheximide protein synthesis inhibition | 300,000 compounds, 12% hits | cell reporter, cycloheximide protein synthesis inhibition counterscreen | max response, %; in the data active = max response mostly above about 13%, no sharp cut-off; inactive = mostly below about 14%; note: read at 38.3 µM for the half of the compounds with a filed dose; 0% is about no effect
# Shiga inhibitor: Shiga toxin inhibition | Vero cells, Shiga toxin protein synthesis inhibition reporter | inhibition, % at 38.7 µM | 290,000 compounds, 9.2% hits | AID 2315; in the data active = inhibition mostly above about 28%, no sharp cut-off; inactive = mostly below about 43%; note: 0% is about no effect
# Pf growth 96h: P. falciparum growth inhibition at 96 hour, primary screen for plastid delayed-death inhibitors | P. falciparum luciferase reporter growth, 96 h | Potency, µM (doses to about 28.7 µM), without a hit: top-dose activity change, negative = inhibition, most hits filed as inhibitors | 320,000 compounds, 6.9% hits; note: potency is the fitted concentration of half-maximal effect; % is set by controls: 0 for no effect and ±100 for the full control effect
#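 P. falciparum expressing integrated firefly luciferase, in erythrocytes at 2% hematocrit, 0.05% parasitemia, incubated with compounds 96 h at 37 C, 5% CO2. Growth inhibition read as loss of luminescence; two-generation exposure targets delayed-death apicoplast inhibitors.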
# Starred values were filed as active, the others as inactive; u = inconclusive; x = no result given; & = joins results of further samples; [ ] = remark or other dose. Unless noted, calls come from the whole dose curve; as a rule, active = well fitted curve in the direction sought with a large enough effect; inconclusive = small, poorly fitted or top-dose-only effect, or another doubt; inactive = no such curve, though single readings can be large; an effect the other way counts as inactive or inconclusive. Rows are unselected; 24% or so of the library scored in one or more.
no.	canonical_smiles	HCV inh	Pf growth 48h	FBPA Giardia inh
1	Cc1ccc(NC(=O)CNc2ccc(OC(C)C)cc2)c(C)c1	u	u	u
2	CCN(CC1COc2ccccc2O1)C(=S)Nc1ccc(F)cc1 (stereo not drawn)	-24%	-22%	-1%
3	CCOc1cc(/C=C(\C#N)C(=O)Nc2ccccc2[N+](=O)[O-])ccc1OCc1cccc2ccccc12	x	33%[activator]	-4%
4	COc1cccc(C(=O)N(Cc2nc(-c3ccc(C)cc3)no2)C(C)C)c1	u	25%	0%
5	COc1ccc(OC(=O)c2cccc(S(=O)(=O)N3CCCC3)c2)cc1	17%	-11%	0%
6	NC(=O)c1ccc(-c2nnn(CC(=O)N(C3CCCC3)C3CCS(=O)(=O)C3)n2)cc1 (stereo not drawn)	-3%	-1%	x
7	CN(C)CCN(C(=O)c1ccc(C(=O)c2ccccc2)cc1)c1nc2cc3c(cc2s1)OCO3	x	13%	x
8	COc1ccc(S(=O)(=O)N2CCC(C(=O)N[C@@H](C)C(=O)NCc3ccccc3OC)CC2)cc1	-2%	-1%	x

no.	Cycloheximide cs	Shiga inhibitor	Pf growth 96h
1	-1	19	13µM*
2	3	12	0%
3	9	23	52%[activator]
4	3	-12	x
5	-1	19	x
6	x	x	-15%
7	10*	21	12%
8	23	-9	-68%

# Later entries
no.	canonical_smiles	HCV inh	Pf growth 48h	FBPA Giardia inh
9	O=C(NNC(=O)c1cc2ccccc2cc1O)Nc1ccccc1F	-11%	u	5%
10	Cc1cccc(-c2cnn(-c3cccc([N+](=O)[O-])c3)c2N)c1	-18%	40%[activator]	-2%
11	CCOC(=O)C1=C(C)N=C2SC(C(=O)OC)=CC(=O)N2C1c1cc(OC)c(OC)c(OC)c1 (stereo not drawn)	17%	4.7µM*	-2%
12	Nc1nnc(CC(=O)N/N=C/c2ccc(-c3ccc(Cl)cc3Cl)o2)s1	-7%	-12%	-2%
13	COc1ccccc1OCc1ccc(C(=O)n2nc(C)c(Cl)c2C)o1	13%	17%	5%
14	c1ccc(Cn2nnc3c(N4CCc5ccccc54)ncnc32)cc1	3%	-14%	2%
15	NC(=O)Nc1ccc(Oc2ncc(C(F)(F)F)cc2Cl)cc1	9%	61%[activator]	2%
16	CC(=O)Nc1ccccc1C(=O)N1CC(C)OC(C)C1 (stereo not drawn)	5%	4%	0%

no.	Cycloheximide cs	Shiga inhibitor	Pf growth 96h
9	11	26	30%[activator]
10	22*	36	96%[activator]
11	-3	-5	-6%
12	-3	-4	-5%
13	-3	-3	226%[activator]
14	-3	-10	u
15	10	8	29%
16	-10	-13	-9%

# Continued:
no.	canonical_smiles	HCV inh	Pf growth 48h	FBPA Giardia inh
17	Cc1ccc(S(=O)(=O)NCCSCc2ccccc2)cc1	7%	u	-6%
18	Cc1cccc(NC(=S)NC2CC3CCCC(C2)N3Cc2ccccc2)c1C (stereo not drawn)	u	5.9µM*	-2%
19	O=C(NCC1CCCO1)C1CCN(S(=O)(=O)c2ccc(Br)cc2)CC1 (stereo not drawn)	13%	1%	x
20	CC(=O)c1cccc(NS(=O)(=O)N2CCCCC2)c1	-29%	18%	0%
21	COC(=O)c1sc(N2C(=O)C(O)=C(C(=O)c3ccc(C)o3)C2c2ccc(F)cc2)nc1C (stereo not drawn)	4%&3%	3%	u
22	O=C(COc1ccccc1Cl)Nc1ccc(S(=O)(=O)N2CCOCC2)cc1	-5%	u	-2%
23	CC(=O)Nc1ccc(NC(=O)C(C)OC(=O)C2CCN(S(=O)(=O)c3cccs3)CC2)cc1 (stereo not drawn)	7%	0%	6%
24	COC(=O)CNC(=O)COC(=O)c1cc(SC)ccc1Cl	-6%	14%	7%

no.	Cycloheximide cs	Shiga inhibitor	Pf growth 96h
17	1	-10	56%[activator]
18	-3	-9	1%
19	-3	-23	4%
20	-2	-1	x
21	-3	-7	35%[activator]
22	-4	-9	-1%
23	-3	-11	0%
24	-3	-3	19%

# Next results:
no.	canonical_smiles	HCV inh	Pf growth 48h	FBPA Giardia inh
25	CCn1c(C)cc(/C=C2\NC(=O)N(Cc3ccc(Cl)cc3)C2=O)c1C	13µM*	u	2%
26	O=C(CCn1c(=S)oc2ccccc21)Nc1cccc(O)c1	-11%	4%	-20%
27	COC(=O)C1C2C=CC3(CN(C4CCCC4)C(=O)C13)O2 (stereo not drawn)	8%	40%[activator]	5%
28	O=C(NC1CCN(C(=S)Nc2ccc(Cl)cc2)CC1)c1ccco1	0%	2%	x
29	COc1ccc(C[C@@H]2CN3C(=NC[C@@H]3Cc3ccc(O)cc3)N2C[C@H](C)NC(=O)CCC2CCCCC2)cc1	41%[activator]	1.2µM*	0%
30	CC1=C(C(=O)Nc2ccc(C(=O)N3CCN(c4cccc(Cl)c4)CC3)cc2)SCCO1	-12%	-29%	-10%
31	CCc1nnc(NC(=O)CC(=O)Nc2ccccc2C(=O)O)s1	1%	19%	4%
32	C=CCOC(=O)CCC(=O)Nc1cc(OC)nc(OC)n1	13%	u	2%

no.	Cycloheximide cs	Shiga inhibitor	Pf growth 96h
25	6	1	u
26	-3	-8	-22%
27	-4	3	x
28	-8	-7	24%
29	-3	21	0.74µM*
30	-1	2	u
31	-3	-12	-15%
32	4	13	x

# Other results
no.	canonical_smiles	HCV inh	Pf growth 48h	FBPA Giardia inh
33	O=C(CSC(=S)N1CCCC1)N1CCN(S(=O)(=O)c2ccccc2F)CC1	u	0%	x
34	O=C(CN1CCN(Cc2ccc3c(c2)OCO3)CC1)Nc1ccc2c(c1)OCO2	-4%	4%	3%
35	COc1ccc(SC[C@H](Cc2ccccc2)N2CC[C@@H](C)CCC2=O)cc1	u	12µM*	x
36	Cc1ccc(C(C(=O)NCc2ccccc2)N(Cc2ccco2)C(=O)c2snc(C(N)=O)c2N)o1 (stereo not drawn)	-26%	u	-4%
37	COC(=O)c1ccc(NC(=S)N2CCN(Cc3ccccc3)CC2)cc1	-3%	-8%	12%
38	Cc1ccc(/C=C(\C#N)C(=O)NCc2ccco2)o1	2%	105%[activator]	-4%
39	O=C(CCOc1ccccc1)Nc1ccnn1C1CCN(CCc2ccccc2)CC1	u	-21%	-3%
40	CCCS(=O)(=O)N1CCN(C(=O)c2cccnc2)CC1	16%	-7%	7%

no.	Cycloheximide cs	Shiga inhibitor	Pf growth 96h
33	x	x	-15%
34	-2	-23	x
35	x	x	u
36	-2	-8	82%[activator]
37	-1	-4	42%[activator]
38	43*	66*	0%
39	-7	-8	13µM*
40	0	-6	113%[activator]

# (listing goes on)
no.	canonical_smiles	HCV inh	Pf growth 48h	FBPA Giardia inh
41	OCCN1CCN(C(=S)Nc2ccc(SC(F)F)cc2)CC1	14%	13%	0%
42	O=C(Cc1ncn[nH]1)NCCc1ccccc1	1%	x	7%
43	CCN(CC)S(=O)(=O)c1cc(Br)c(C)cc1OC	-23%	-3%	-4%
44	O=C1c2sc3nc4ccccc4n3c2C(=O)N1c1ccccc1Cl	u	u	-16%
45	O=C(CCN1C(=O)/C(=C/c2ccc(F)cc2)SC1=S)NNC(=O)c1cccnc1	14%	3%	0%
46	O=C(Cc1ccc2c(c1)CCCC2)Nc1ccccc1Cl	-17%	12µM*	1%
47	COc1ccc(-c2ccc(C(C)=O)cc2)cc1[C@H]1[C@@H]2C=CCC[C@@]2(C)C(=O)N1Cc1ccccc1	-4%	u	0%
48	C=CCc1cccc(OC)c1OCCOCCNCCO	0%	x	-24%

no.	Cycloheximide cs	Shiga inhibitor	Pf growth 96h
41	7	4	0%
42	-3	-7	7.4µM*
43	-2	-4	x
44	21*	116*	x
45	-2	-14	u
46	15*	48	u
47	2	-8	u
48	4	9	22%

# Next part:
no.	canonical_smiles	HCV inh	Pf growth 48h	FBPA Giardia inh
49	O=C1[C@H]2[C@@H](/C=C/c3ccccc3)N3C(=O)CN(CCO)C(=O)[C@@]3(Cc3ccccc3)[C@H]2C(=O)N1c1ccccc1	u	25%	-2%
50	CCOC(=O)c1cc2sccc2n1CC(=O)Nc1ccc(OC)c(OC)c1	-18%	-19%	0%
51	Cc1nc2ccc(NC(=O)c3cccs3)cc2c(=O)n1Cc1ccc(Cl)cc1	u	u	-2%
52	O=C(CSc1ccccc1C(=O)O)NCC1CCCCC1	16%	17%	15%
53	Brc1ccc(COn2ccnc2)cc1	10%	-25%	1%
54	CN(C)S(=O)(=O)c1cccc(NC(=O)CO/N=C(\N)c2ccccc2)c1	-29%	-7%	x
55	O=C(NC(=S)Nc1ccc(CN2CCCCC2)cc1)c1ccco1	10%	-3%	-30%
56	O=C(COc1ccc2c3c(c(=O)oc2c1)CCCC3)N[C@@H](Cc1ccccc1)C(=O)O	-23%	11%	16%

no.	Cycloheximide cs	Shiga inhibitor	Pf growth 96h
49	2	-6	59%[activator]
50	1	16	57%[activator]
51	0	-3	3.3µM*
52	2	17	94%[activator]
53	-1	-2	u
54	x	x	24%
55	11	32	-16%
56	-2	-3	20%

# Retrieved by structure from the entries so far:
no.	canonical_smiles	HCV inh	Pf growth 48h	FBPA Giardia inh
49	O=C1[C@H]2[C@@H](/C=C/c3ccccc3)N3C(=O)CN(CCO)C(=O)[C@@]3(Cc3ccccc3)[C@H]2C(=O)N1c1ccccc1	u	25%	-2%
54	CN(C)S(=O)(=O)c1cccc(NC(=O)CO/N=C(\N)c2ccccc2)c1	-29%	-7%	x

no.	Cycloheximide cs	Shiga inhibitor	Pf growth 96h
49	2	-6	59%[activator]
54	x	x	24%

# Next part
no.	canonical_smiles	HCV inh	Pf growth 48h	FBPA Giardia inh
57	Cc1cc(C)nc(NC(=O)COc2cc(Cl)cc(Cl)c2)n1	6%	x	3%
58	CC(=O)Nc1ccc(NC(=O)CSc2nc3nc(C)cc(C)c3c(=O)[nH]2)cc1	20%	39%[activator]	x
59	O=C(N/N=C/c1ccc([N+](=O)[O-])o1)C1CC1	u	0%	-12%
60	CCOc1cc(CNCc2ccccn2)cc(Cl)c1OC	14%	-3%	2%
61	COC(=O)c1ccc(C2Nc3cccc4cccc(c34)N2)cc1	-15%	u	-9%
62	CC(C)(C)OC(=O)c1ncn2c1[C@@H]1CCCN1C(=O)c1c(Br)cccc1-2	x	-26%	1%
63	CCCN(C(=O)c1ccc(N2CCCC2=O)cc1)c1c(N)n(Cc2ccccc2)c(=O)[nH]c1=O	25%	u	x
64	CCOC(=O)CSc1nnc(Cn2c(=O)sc3ccccc32)n1C	15%	-6%	2%

no.	Cycloheximide cs	Shiga inhibitor	Pf growth 96h
57	-2	-5	-2%
58	-10	-2	u
59	11	-5	4.1µM*
60	9	15	-27%
61	8	20	23%
62	-8	-2	u
63	x	x	-3%
64	-2	-16	u

# Remaining list, next part
no.	canonical_smiles	HCV inh	Pf growth 48h	FBPA Giardia inh
65	COc1ccccc1N1CCN(S(=O)(=O)c2cccs2)CC1	10%	26%	5%
66	CCc1ccc(S(=O)(=O)Nc2ccc(-c3ccc4nnc(C)n4n3)cc2)s1	4%	u	x
67	O=C(COC(=O)c1cc([N+](=O)[O-])ccc1N1CCOCC1)NCCc1ccccc1	-28%	50%[activator]	x
68	COc1ccc(S(=O)(=O)NCCc2csc(C)n2)cc1C	18%	21%	7%
69	CC(C)(C)c1ccc(N2C(=O)Cc3c2nc(N)c(C#N)c3N)cc1	-27%	37%[activator]	-11%
70	Cc1cc(OCC(=O)Nc2ccncc2)cc(C)c1Br	u	x	0%
71	CC(=O)NCc1ccc(S(=O)(=O)NC2CCN(Cc3ccccc3)CC2)cc1	-9%	-2%	2%
72	N#Cc1cccn1-c1nccc(-c2cccs2)n1	u	31%[activator]	-1%
73	C=CCC(CC=C)(NC(=O)c1ccccc1C(=O)O)c1ccccc1	1%	-4%	-1%

no.	Cycloheximide cs	Shiga inhibitor	Pf growth 96h
65	-2	-9	x
66	x	x	u
67	-1	-6	2%
68	1	-8	6%
69	35*	43	x
70	-2	-38	u
71	6	-3	-21%
72	29*	77*	77%[activator]
73	-1	-5	u

# Compound activity from PubChem BioAssay.
